# Screening data from PubChem.
# PfG6PD inh: PfG6PD (Plasmodium falciparum) enzyme inhibition; PfGluPho enzyme, NADPH resazurin-diaphorase fluorescence; inhibition, % at 20 µM; 0.78% of 350,000 active;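 active = inhibition reaching at least a set limit at 20 µM in the primary screen, cut at about 59% in these data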;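 note: 0% = DMSO wells with substrate and 100% = DMSO wells lacking glucose-6-phosphate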
# * hit, by the source's call.
SMILES,PfG6PD inh
COc1ccc(CN(C(C)=O)c2cc(C)c([N+](=O)[O-])cc2OC)cc1OC,-3.8
CC1(C)CC(=O)C=C(c2n[nH]nc2C2CC2)C1,8.5
C[C@@H]1CN([C@@H](C)CO)C(=O)c2cc(Br)cnc2O[C@H]1CN(C)C(=O)Cc1cccnc1,-10.2
Cc1cccc(S(=O)(=O)N(C)C[C@H]2OCc3cnnn3CCCC(=O)N([C@H](C)CO)C[C@@H]2C)c1,-1.1
CCCCCCn1c(=O)n2n(c1=O)[C@@H]1CN(S(=O)(=O)c3ccc(C)cc3)C[C@]1(O)[C@@H](OC(=O)Nc1cccs1)C2,44.6
COc1ccc(CCN2CC(=O)NC(=O)C2)cc1OC,11.6
C[C@@H]1CN([C@@H](C)CO)C(=O)CCCn2cc(nn2)CO[C@H]1CN(C)S(=O)(=O)c1ccc2c(c1)OCCCO2,11.1
Cc1nc2n[nH]c(N)c2nc1C,-24.0
COC(=O)c1cccc2c1C(=O)c1cc([N+](=O)[O-])ccc1-2,-4.3
O=C(COc1cccc(F)c1)Nc1nc(-c2ccccn2)cs1,61.5*
CCn1cc(CN2CCC(C(=O)Nc3ccc(Oc4ccccc4F)cc3)CC2)cn1,-3.3
C[C@H](O)[C@@H]1C(=O)N2CCc3ccc(-c4ccccc4)cc3[C@@H]2C[C@@H]1N(C)C(=O)c1cccnc1,6.2
CCc1nnc(NS(=O)(=O)c2ccc(NC(=O)c3ccc([N+](=O)[O-])s3)cc2)s1,4.3
CC1(C)CC(=O)C=C(c2ccc(COC(=O)c3cc(F)cc(F)c3)cc2)C1=O,10.8
CCOc1ccc(NC(=O)c2ccc3c(c2)N(C)CCS3)cc1,11.0
C=C1C(=O)OCC2C(C(=O)O)=CC3C(C)C(C)=CC123 (stereo not given),13.3
O=C(Nc1cccc(C(=O)O)c1)/C(=C\c1ccccc1)NC(=O)c1ccc(Br)o1,-24.0
COc1ccc(CN2CCC[C@]3(N[C@H](c4ccc(C)cc4)[C@@H]4C(=O)N(C)C(=O)[C@@H]43)C2=O)cc1,-14.9
CCCCc1c(O)nc(SCC(=O)Nc2ccc(OC)cc2)n(-c2ccc(C)c(C)c2)c1=O,-15.8
CCCCCCN1C[C@@H](n2cc(C3CC3)nn2)[C@H](O)C[C@@H]1c1ccc(Cl)cc1,-8.0
Cc1ccc(S(=O)(=O)N2C[C@H]3N(C(=O)OC(C)C)N(C(=O)OC(C)C)C[C@H](OC(=O)NCc4ccccc4)[C@@]3(O)C2)cc1,24.9
Cc1cccc(C)c1NC(=O)CN1CCN(C(=O)CCC(=O)N2CCC(c3ccccc3)=N2)CC1,-5.6
C[C@@H]1CN([C@@H](C)CO)C(=O)CCCn2nncc2CO[C@@H]1CN(C)C(=O)c1cc(-c2ccccc2)on1,-0.2
COc1ccc(CSC(=S)NNc2ccccc2)cc1,15.7
CN(CCN1CCOCC1)C(=O)c1cc(COc2ccc(F)cc2Cl)on1,11.9
C[C@H]1CN([C@@H](C)CO)C(=O)CCCn2nncc2CO[C@@H]1CN(C)C(=O)Nc1ccc2c(c1)OCO2,12.7
CC1=CC(=O)C(Sc2ccc(C)cc2)=CC1=O,123.9*
Clc1ccc(-c2nc3ccc(Cl)cn3c2Cc2ccccc2)cc1,101.8*
CCN(CC)CCNC(=O)c1ccc(NC(=O)c2ccc(-n3cncn3)c([N+](=O)[O-])c2)cc1,-1.5
Cc1ccc2c(C)c(C(=O)NCC3CCOCC3)oc2c1C,15.9
COc1ccc(Cn2c(=O)oc3ccccc32)cc1,-25.2
O=C(O)CC1(C(=O)O)CC2C=CC1C2 (stereo not given),-3.9
Nc1ncncc1-c1ccc(F)cc1,-4.9
C[C@@H]1CCCCO[C@H](CN(C)S(=O)(=O)c2ccc(F)cc2)[C@@H](C)CN([C@H](C)CO)C(=O)c2cc(NC(=O)Nc3ccc(C(F)(F)F)cc3)ccc2O1,-0.7
COc1ccc(C(=O)OCC(=O)NC2CC2)cc1,-9.6
CSc1ncnc2c1ncn2CCCNCc1ccccn1,-1.3

# Sorted by formula weight (high to low): 6 of the compounds above
SMILES,PfG6PD inh
C[C@@H]1CCCCO[C@H](CN(C)S(=O)(=O)c2ccc(F)cc2)[C@@H](C)CN([C@H](C)CO)C(=O)c2cc(NC(=O)Nc3ccc(C(F)(F)F)cc3)ccc2O1,-0.7
CCN(CC)CCNC(=O)c1ccc(NC(=O)c2ccc(-n3cncn3)c([N+](=O)[O-])c2)cc1,-1.5
Clc1ccc(-c2nc3ccc(Cl)cn3c2Cc2ccccc2)cc1,101.8*
COc1ccc(C(=O)OCC(=O)NC2CC2)cc1,-9.6
CC1=CC(=O)C(Sc2ccc(C)cc2)=CC1=O,123.9*
O=C(O)CC1(C(=O)O)CC2C=CC1C2 (stereo not given),-3.9

# Carrying on.
SMILES,PfG6PD inh
COc1cccc(OCc2cc(C(=O)N(C)C3CCCCC3)no2)c1,16.6
C[C@H](CO)N1C[C@H](C)[C@@H](CN(C)Cc2cccc(C(=O)O)c2)OCc2cnnn2CCCC1=O,13.4
O=C(CCCN1C(=O)/C(=C/c2ccc(F)cc2)SC1=S)Nc1ccc(C(=O)O)cc1,-14.5
CCn1c(SCC(=O)N2CCC(C)CC2)nc2c([nH]c3ccccc32)c1=O,-16.8
Cc1cccc(Nc2cc(=O)n(C)c(=O)n2C)c1,22.3
CC(C)NC(=O)N(C)C[C@@H]1OCc2cnnn2CCCC(=O)N([C@H](C)CO)C[C@@H]1C,1.8
OCC1OC(n2cnc3c(N4CCCC4)ncnc32)C(O)C1O (stereo not given),10.7
O=C(C1CCCCC1)N1C[C@H](n2cc(C3CC3)nn2)[C@@H](O)C[C@@H]1c1ccc(Cl)cc1,7.6
CNC(=O)C[C@H]1C(=O)N(c2ccccc2)C[C@@H]1CSC,3.9
CN[C@H](C)C(=O)NC[C@H]1O[C@@H](n2cc(C)c(=O)[nH]c2=O)C[C@@H]1O,-5.8
CCOC(=O)C1CCN(C(=O)c2sc3ncn(CC(=O)N4CCCCC4)c(=O)c3c2C)CC1,11.9
COc1ccc(CSC2=C(C#N)C(=O)NC3(CCCCC3)S2)cc1,6.3
COc1ncnc2c1ncn2CCCNc1ccc(C)c(C)c1,7.0
CC1=C(C(=O)N(C)C)CC(CC(=O)NCCc2ccccn2)C(=O)N1CCCN1CCCC1=O (stereo not given),-15.5
O=C(CNC(=O)N1CC(=O)Nc2ccccc21)NCc1ccc(F)cc1,-3.3
CC1(c2ccc(Cl)cc2)NC(=O)N(CC(=O)Nc2ccc3c(c2)OCO3)C1=O (stereo not given),-10.3
Cc1ccc([C@H]2N[C@]3(CCCN(Cc4ccc(Br)cc4)C3=O)[C@H]3C(=O)N(C)C(=O)[C@@H]23)cc1,-12.5
CCCCCCN1C[C@H](n2cc(COC(=O)c3ccccc3)nn2)[C@@H](O)C[C@@H]1c1ccc(OC)cc1,20.8
O=C(Nc1cc(S(=O)(=O)N2CCOCC2)ccc1N1CCOCC1)c1cccc(Cl)c1,3.3
O=C(NCC(=O)N1CCC(Cc2ccccc2)CC1)c1ccccc1F,-6.0
COc1cc(C(=O)NC(=S)NCc2ccncc2)cc(OC)c1OC,1.7
c1ccc(NN(Cc2ccncc2)c2ccccc2)cc1,16.0
Cc1cccc(C(=O)Nc2ccc(NC(=O)c3cccc(C)c3)cc2)c1,-6.2
O=C1NC(Cc2ccccc2)c2nc3cc(F)c(F)cc3c(=O)n2-c2ncccc21 (stereo not given),-6.2

# By substructure: the entries above containing a furan ring, fused or not.
SMILES,PfG6PD inh
O=C(Nc1cccc(C(=O)O)c1)/C(=C\c1ccccc1)NC(=O)c1ccc(Br)o1,-24.0
Cc1ccc2c(C)c(C(=O)NCC3CCOCC3)oc2c1C,15.9

# (next part)
SMILES,PfG6PD inh
O=C(NCC(=O)N1CCCCCCC1)c1ccc(Cl)c(Cl)c1,17.4
Cc1cccc(NC(=O)C(C)OC(=O)CNC(=O)C2CCCCC2)c1 (stereo not given),-11.7
COc1cc2c(c(OC)c1OC)-c1ccc(NCc3ccccc3)c(=O)cc1C(NC(C)=O)CC2 (stereo not given),5.3
O=C(Oc1ccc[nH]c1=O)c1ccccc1,19.2
C[C@H](CO)N1C[C@H](C)[C@@H](CN(C)S(=O)(=O)c2cn(C)cn2)Oc2cc(Br)ccc2S1(=O)=O,-10.4
COc1cc(C(=O)OCC(=O)Nc2ccccc2)cc2c1OCCO2,-7.7
CC(=O)Nc1ccc(C(=O)OCC(=O)NC(=O)NCc2ccccc2)cc1,-10.4
O=S1(=O)CCN(C2CCCCCCCCCCC2)CC1,6.1
O=C(COC(=O)c1ccc(F)c(S(=O)(=O)N2CCOCC2)c1)Nc1ccc(Cl)cn1,-16.5
CC(C)N1CC(C(=O)Nc2ccc(Cl)cc2Cl)CC1=O (stereo not given),-7.4
Cc1ccc(S(=O)(=O)N2CCOCC2)cc1NC(=O)CN(C)CC(=O)Nc1cccc(F)c1,-3.7
C=CCOc1cccc(C2C(C(=O)c3ccc(C)o3)=C(O)C(=O)N2CCN2CCOCC2)c1 (stereo not given),-6.8
C[C@@H]1CN([C@H](C)CO)C(=O)CCCn2cc(nn2)CO[C@H]1CN(C)C(=O)Nc1ccc(C(F)(F)F)cc1,4.6
CCOc1ccc(S(=O)(=O)N2CCCC2)c2ccccc12,7.4
CCc1cc(-c2cnnn2CCc2c[nH]c3ccccc23)ccc1-c1cn(CC(C)C)nn1,15.3
CN1CCN(c2ccc(S(=O)(=O)N3CCCCC3)cc2NC(=O)CSC(C)(C)C)CC1,9.9
CCCNC(=O)N(C)C[C@H]1Oc2ncc(Br)cc2C(=O)N([C@H](C)CO)C[C@H]1C,-6.9
NC(=S)NN=Cc1nccc2c(C(F)(F)C(F)(F)C(F)(F)F)cccc12,-16.7
Cc1cn([C@H]2C[C@H](O)[C@@H](CNCc3cc(Cl)ccc3OCc3ccc(Cl)cc3)O2)c(=O)[nH]c1=O,43.0
COc1ccccc1C(=O)N/C(=C\c1cn(C)c2ccccc12)C(=O)NCCN1CCOCC1,3.1
C[C@H]1CN([C@@H](C)CO)S(=O)(=O)c2ccc(C#Cc3ccccn3)cc2O[C@@H]1CN(C)C(=O)C1CC1,-1.1
C1=CC2(C=C1)OC21CCC2(C=CC3(C2)OC3C2CCCCC2)CC1 (stereo not given),6.5
O=C(c1ccc(CS(=O)Cc2cccc(Cl)c2)o1)N1CCN(c2ccc(F)cc2)CC1 (stereo not given),-7.9
CCCCn1c(N)c(N(CCC(C)C)C(=O)CSc2nc3ccccc3s2)c(=O)[nH]c1=O,-14.4
Cc1ccc(OCC(=O)N2CCc3ccccc3C2)cc1C,-0.6
COc1ccc(/C=C/C(=O)OCC(=O)N2c3ccccc3CC2C)cc1 (stereo not given),10.4
CCN(CC)C(=O)C1=C(C)N(CCC2=CCCCC2)C(=O)C(CC(=O)NCc2ccco2)C1 (stereo not given),-3.7
CC(C)c1ccc(CN2CCC(n3nccc3NC(=O)C3CCCC3)CC2)cc1,12.2
CNC[C@H]1Oc2cc(Br)ccc2S(=O)(=O)N([C@H](C)CO)C[C@H]1C,-22.2
CCOC(=O)C1=C(Nc2ccccc2)CSC1,16.6
Cc1ccc(S(=O)(=O)NC(C)C(=O)OCC(=O)Nc2sccc2C(N)=O)cc1 (stereo not given),-5.6
O=c1[nH]nc(Sc2ccccc2)c(=S)[nH]1,-0.5
CC1=C(C(=O)N2CCOCC2)CC(CC(=O)NCCc2ccccn2)C(=O)N1Cc1ccc(C(C)(C)C)cc1 (stereo not given),-13.6
O=Nc1c(-c2ccccc2)n(O)[n+]([O-])c1-c1ccccc1,48.0
Cc1cccc(-c2ccc3[nH]c4c(c3c2)CCN2C[C@H]3[C@H](C)ON(C)[C@H]3C[C@@H]42)c1,33.4
Cc1ccc(CC#N)c(-c2c(CC#N)ccc(C)c2C)c1C,5.2

# Molecules shown so far that have a cyano group:
SMILES,PfG6PD inh
COc1ccc(CSC2=C(C#N)C(=O)NC3(CCCCC3)S2)cc1,6.3
Cc1ccc(CC#N)c(-c2c(CC#N)ccc(C)c2C)c1C,5.2

# (further entries)
SMILES,PfG6PD inh
O=C(Nc1cc(C(F)(F)F)ccc1N1CCCC1)C1CC(=O)N(Cc2ccccc2)C1 (stereo not given),9.6
CC1CCCCC12NC(=O)N(CC(=O)Nc1cccnc1)C2=O (stereo not given),-1.9
CN(CC(=O)Nc1ccc(Cl)cc1)CC(=O)Nc1sc2c(c1C(N)=O)CCC2,33.9
Cc1ccccc1NC(=O)C(C)OC(=O)CCC(=O)c1ccccc1 (stereo not given),-14.5
COc1cc(NC(=O)CCl)ccc(=O)c1,5.3
CC1(C)CC(Cc2ccc(Cl)nc2)N(C(=O)OC(C)(C)C)C1 (stereo not given),-8.4
C[C@@H]1CN([C@H](C)CO)C(=O)c2c(c3ccccc3n2C)-c2ccccc2CO[C@H]1CN(C)C(=O)CCC(F)(F)F,-1.4
C(=Cc1nc2ccccc2o1)c1ccc2c(c1)OCO2,4.1
C[C@H](O)C#Cc1ccc2c(c1)O[C@@H](CN(C)Cc1ccc(-c3ccccc3)cc1)[C@H](C)CN([C@@H](C)CO)S2(=O)=O,19.3
COc1ccc(S(=O)(=O)N2CCN(C(=O)c3ccc(COc4ccccc4)o3)CC2)cc1,-12.6
O=C(CCNC(=O)N1CC(=O)Nc2ccccc21)NCc1ccc(Cl)cc1,-4.7
C[C@@H]1CN([C@@H](C)CO)C(=O)CCCn2nncc2CO[C@H]1CN(C)Cc1cccnc1,-4.0
O=C(COC(=O)Cc1c[nH]c2ccccc12)Nc1cccc(Br)c1,16.3
CCN(CC(=O)Nc1ccc(OC)cc1)CC(=O)Nc1cccc(S(=O)(=O)N2CCOCC2)c1,16.1
C[C@@H]1CCCCO[C@@H](CN(C)C(=O)C2CCCCC2)[C@@H](C)CN([C@H](C)CO)C(=O)c2cc(NC(=O)NC3CCCCC3)ccc2O1,-15.4
CCCCN1C(=O)C(CC(=O)NCc2cccs2)CC(C(=O)N(C(C)C)C(C)C)=C1C (stereo not given),1.3
C[C@@H]1CN([C@@H](C)CO)S(=O)(=O)c2ccc(Br)cc2O[C@H]1CN(C)C(=O)c1ccc2c(c1)OCO2,1.2
C[C@H](CO)N1C[C@H](C)[C@H](CN(C)S(=O)(=O)c2cccs2)Oc2ncc(-c3cc4ccccc4o3)cc2C1=O,15.1
Cc1ccc([N+](=O)[O-])c(NC(=O)COC(=O)CCNS(=O)(=O)c2cccs2)c1C,-3.2

# Only part of the results is shown. The share of hits here may be higher or lower than overall.
